# Bioassay records from PubChem BioAssay.
# CHOP UPR activ – activators of apoptotic arm of unfolded protein response (CHOP); 330,000 tested, 0.34% active; AID 449763; CHO-CHOP luciferase reporter, UPR activation, luminescence; percent of tunicamycin response over DMSO baseline; activation, % at 10 µM;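 active = at 10 µM dose, activation of 40% or more, normalized to positive control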;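 also: 100% = tunicamycin at 10 µg/mL and 0% = DMSO alone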
#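 assay system = CHO CHOP reporter cells | amount = 500 CHO-CHOP cells per well | buffer or medium = F12 with 10% FBS | incubation = 16-18 h cell attachment, then 6 h compound exposure, 37 °C | detection = luminescence read with Steady-Glo | read-out = percent activation relative to tunicamycin control | controls = tunicamycin high control, DMSO low control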
# APJ ag – activates the human apelin receptor APJ; P35414; CHO-K1 APJ PathHunter beta-arrestin, luminescence; 0% DMSO wells, 100% apelin; activation, % at 20 µM; 330,000 tested, 0.11% active;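 active = activation more than six SD over the plate average, tested at 20 µM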;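 also: 0% = DMSO alone and 100% = apelin-13 at 10 nM; some results filed as inactive read as strong as hits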
#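 Test system: CHO-K1 APJ beta-arrestin complementation cell line. Amount: cell density 1000 per well. Controls: DMSO negative, 10 nM Apelin-13 positive. Signal: luminescent beta-gal fragment complementation, chemiluminescent substrate. Read-out basis: agonist-driven arrestin binding to APJ. Timing: compound stimulation 90 min at 25 °C, detection 60 min.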
# tim23-1 inh – tim23-1 yeast growth inhibition; inhibition, % at 20 µM; S. cerevisiae tim23-1 growth, BacTiter-Glo luminescence, 24 h; 330,000 tested, 1.3% active;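 active = growth inhibition of the mutant yeast at or above 50%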;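 also: temperature-sensitive mutant grown at 25 °C; plate controls were DMSO-treated mutant yeast for no effect and medium wells lacking yeast for full effect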
# TIM10 inh – inhibits growth of TIM10 yeast strain. S. cerevisiae TIM10 strain growth, BacTiter-Glo luminescence, 24 h. inhibition, % at 10 µM. 330,000 tested, 1.4% active. AID 463195;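 active = inhibition of 40% or more at the single tested concentration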;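 also: wild-type TIM10 isogenic control strain grown at permissive 25 °C; 0% = DMSO yeast wells and 100% = minimal medium wells without yeast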
# CXCR6 inh – inhibitors of human CXCR6 receptor. O00574. CHO-K1 PathHunter CXCR6 beta-arrestin, luminescence. inhibition, % at 20 µM. 360,000 tested, 0.36% active. AID 602244; in the data active = inhibition above about 34%, passing the limit was not always enough;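 also: antagonist mode with CXCL16 agonist at 10 nM final; 0% = 10 nM CXCL16 with DMSO and 100% = unstimulated wells without agonist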
# APJ antag – antagonists of human APJ apelin receptor; P35414; CHO-K1 APJ beta-arrestin complementation, luminescence; inhibition, % at 20 µM; 330,000 tested, 0.32% active; AID 2521;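 active = inhibition above about 40% at 20 µM, limit read from the data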;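 also: cells challenged with 10 nM apelin-13 agonist together with compound; plate controls were apelin-13 plus DMSO wells for no effect and DMSO wells lacking apelin-13 for full effect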
# Mdm2 MdmX PPI – inhibitors of human Mdm2/MdmX interaction. O15151+Q00987. SaOS-2 split-luciferase Mdm2/MdmX complementation, luminescence. inhibition, % at 8 µM. 330,000 tested, 3% active;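 active = inhibition of at least 50% at 8 µM in the primary screen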
# Target sequence (O15151 whole entry, looked up): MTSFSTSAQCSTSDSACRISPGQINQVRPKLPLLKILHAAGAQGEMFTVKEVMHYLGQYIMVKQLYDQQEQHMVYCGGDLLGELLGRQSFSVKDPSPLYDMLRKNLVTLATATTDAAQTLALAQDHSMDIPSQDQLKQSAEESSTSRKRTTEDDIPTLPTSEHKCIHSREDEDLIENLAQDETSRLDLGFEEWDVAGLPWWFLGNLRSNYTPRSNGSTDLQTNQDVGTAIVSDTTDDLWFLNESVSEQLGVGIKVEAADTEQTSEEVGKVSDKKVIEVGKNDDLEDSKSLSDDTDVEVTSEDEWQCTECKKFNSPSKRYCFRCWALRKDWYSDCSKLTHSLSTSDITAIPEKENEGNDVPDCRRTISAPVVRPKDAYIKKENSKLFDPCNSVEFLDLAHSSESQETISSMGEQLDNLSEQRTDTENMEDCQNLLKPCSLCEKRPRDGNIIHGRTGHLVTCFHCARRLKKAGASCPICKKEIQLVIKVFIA
# Target sequence (Q00987 whole entry, looked up): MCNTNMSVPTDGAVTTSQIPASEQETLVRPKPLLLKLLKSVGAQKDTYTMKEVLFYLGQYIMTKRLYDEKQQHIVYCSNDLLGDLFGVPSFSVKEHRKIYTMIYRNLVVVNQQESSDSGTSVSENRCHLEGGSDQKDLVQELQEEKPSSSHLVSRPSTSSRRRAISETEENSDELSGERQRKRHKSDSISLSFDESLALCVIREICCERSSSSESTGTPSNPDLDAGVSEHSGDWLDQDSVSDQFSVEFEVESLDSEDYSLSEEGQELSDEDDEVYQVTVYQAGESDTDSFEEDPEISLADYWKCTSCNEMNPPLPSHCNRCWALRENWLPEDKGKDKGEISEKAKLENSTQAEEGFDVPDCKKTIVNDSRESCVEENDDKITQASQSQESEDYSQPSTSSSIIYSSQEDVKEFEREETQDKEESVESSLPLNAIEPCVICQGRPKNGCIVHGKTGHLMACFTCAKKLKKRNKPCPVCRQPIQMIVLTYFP
# tim10-1 inh – inhibits growth of tim10-1 mutant yeast; inhibition, % at 20 µM; 330,000 tested, 2.2% active; AID 463190; S. cerevisiae tim10-1 ts strain growth, BacTiter-Glo, 24 h;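 active = inhibition of at least 40%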;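 also: mutant grown at 25 °C; 0% = DMSO wells with yeast and 100% = wells holding no yeast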
# UPR XBP1 act – adaptive UPR (XBP1) activation | CHO-XBP1 luciferase reporter, IRE1-XBP1 UPR activation, luminescence; percent of tunicamycin response, DMSO as zero | activation, % at 20 µM | 330,000 tested, 0.33% active | AID 463104;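 active = versus positive control, 20 µM dose yields 30% or more activation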;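 also: 100% = tunicamycin at 10 µg/mL and 0% = DMSO only wells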
#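 Material: CHO-XBP1 cells stably carrying IRE1-XBP1-driven luciferase reporter | Medium: F12 with 10% serum | Compound dosing: 20 µM single concentration, DMSO 1% | Incubation: Overnight seeding at 37 °C, 6 h compound treatment at 37 °C | Detection: Steady-Glo luminescence read | Read-out basis: % activation of reporter signal versus tunicamycin and DMSO controls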
# The depositor's hits bear a star. The list is partial; rates above refer to the full screens.
SMILES,CHOP UPR activ,APJ ag,tim23-1 inh,TIM10 inh,CXCR6 inh,APJ antag,Mdm2 MdmX PPI,tim10-1 inh,UPR XBP1 act
CCc1ccc(CCC(=O)Nc2ccc(S(N)(=O)=O)cc2)o1,1.4,0,3,2,0,-7,-6,8,0
O=C(O)c1cccc(N2C(=O)c3ccc4c5c(ccc(c35)C2=O)C(=O)N(c2cccc(C(=O)O)c2)C4=O)c1,-0.3,5,1,5,18,-20,11,-2,-1
CN1CCC(=C2c3ccccc3C(O)c3ccccc32)CC1 (stereo unspecified),-0.7,0,7,-8,-3,-1,3,13,-1
CCOC(=O)C(C)c1nc2ccccc2[nH]c1=O (stereo unspecified),-2.4,-3,20,11,-3,12,9,7,-1
CN(CCCNC(=O)C1CCN(S(=O)(=O)c2cccc3nsnc23)CC1)Cc1ccccc1,-1.2,5,9,5,3,10,5,4,-2
O=C(COc1ccc(Cl)cc1Cl)NN=C1CCCCC1,0.2,-1,6,1,-7,2,-16,9,-2
Cc1cccc(N2C(=O)C3CCCN3C2=S)c1 (stereo unspecified),4.0,-4,-4,-23,6,16,-15,1,3
N#Cc1nnn(-c2ccc(Cl)cc2)c1N,-0.4,-1,14,1,-6,-13,-18,-6,0
CS(=O)(=O)N1CCN(C2CCN(Cc3ccccc3)CC2)CC1,1.5,2,2,4,-1,7,-34,10,-1
CC(C)OC(=O)CCC1(C(=O)O)CCC(=O)NC1 (stereo unspecified),1.9,-6,2,5,-2,18,-11,-22,-1
COc1ccc(-n2nnnc2SC(C)C(N)=O)cc1 (stereo unspecified),0.0,0,22,1,4,20,-9,6,-1
O=C(Cn1c(=O)oc2ccccc21)NC(=O)NCc1ccccc1,-1.5,-2,9,5,4,5,18,14,-3
CN(CC1CCCN(CCc2cccc(C(F)(F)F)c2)C1)C(=O)c1ccco1 (stereo unspecified),1.0,-5,4,7,1,-31,-18,18,-7
Cc1ccc(C(=O)N2CCCC(Nc3ccc(F)cc3)C2)cc1C (stereo unspecified),-2.0,0,25,3,3,5,-24,15,-4
Cc1cccc2sc(NC(=O)CCNS(=O)(=O)c3cccs3)nc12,-0.5,12,11,13,-15,-13,46,6,-1
CC1CCCCC1NC(=O)NC(=O)COC(=O)c1ccc(OC(F)F)cc1 (stereo unspecified),0.8,5,23,17,2,16,1,12,0
COc1ccc(OCC(O)Cn2c(N3CCCCC3)nc3c2c(=O)[nH]c(=O)n3C)cc1 (stereo unspecified),4.1,-1,10,13,2,7,-1,-5,0
C[C@@]12C(=O)N(Cc3ccc(Cl)cc3)CC(=O)N1[C@H]1c3ccccc3OC[C@@H]1[C@@H]2c1ccccc1,0.3,-2,43,16,10,1,19,20,1
COc1ccccc1N1CCN(C2CC(=O)N(c3ccc(Cl)cc3)C2=O)CC1 (stereo unspecified),12,1,18,1,-1,-5,9,12,-5
COC(=O)c1ccc2[nH]ccc2c1,-0.6,-3,-9,0,-5,-4,6,-26,0
O=C(/C=C/c1ccc(Cl)cc1)NC1CCS(=O)(=O)C1 (stereo unspecified),-1.1,3,7,-18,7,1,-7,21,-2
CC(C)CC(NS(=O)(=O)c1ccc2c(c1)oc(=O)n2C)C(=O)NCc1cccnc1 (stereo unspecified),-0.7,-3,16,-3,0,23,11,-3,4
CCC1=NN(C(=O)COc2ccccc2C)C(O)(c2ccncc2)C1 (stereo unspecified),-1.3,0,10,12,9,6,6,15,-1
Cc1ccc(NC(=O)Nc2ccc(F)cc2F)c(OC(F)F)c1,-1.6,-3,6,-2,0,-3,4,-4,1
CCOc1ccc2oc(C(=O)OCC(=O)N3C(C)CCCC3C)c(C)c2c1 (stereo unspecified),-1.9,-3,40,22,-9,-3,10,21,-3
Nn1cc(-c2ccccc2)nc1SCC(=O)N1CCN(S(=O)(=O)c2ccc3ccccc3c2)CC1,-2.8,-1,-4,7,-6,19,20,-12,1
CC(C)NC(=O)c1ccc(COCC(F)(F)F)cc1,-0.6,6,15,0,-4,-5,22,-3,0
COc1ccc2nc(NC(C)=O)sc2c1,4.5,6,13,2,6,7,-67,14,0
CCCc1c(NC(=O)Nc2ccc(Cl)cc2Cl)cnn1-c1ccccc1,0.5,5,-7,-14,-1,-10,86*,-13,2
Cc1[nH][nH]c(=O)c1[C@@H](c1ccccc1[N+](=O)[O-])C(C#N)C#N,0.6,-1,13,11,16,5,-28,-15,-4

# Single records (already shown). Order of values: CHOP UPR activ, APJ ag, tim23-1 inh, TIM10 inh, CXCR6 inh, APJ antag, Mdm2 MdmX PPI, tim10-1 inh, UPR XBP1 act
# CC(C)NC(=O)c1ccc(COCC(F)(F)F)cc1 in the list: -0.6, 6, 15, 0, -4, -5, 22, -3, 0
# Cc1[nH][nH]c(=O)c1[C@@H](c1ccccc1[N+](=O)[O-])C(C#N)C#N in the list: 0.6, -1, 13, 11, 16, 5, -28, -15, -4

# (continued)
SMILES,CHOP UPR activ,APJ ag,tim23-1 inh,TIM10 inh,CXCR6 inh,APJ antag,Mdm2 MdmX PPI,tim10-1 inh,UPR XBP1 act
CS(=O)(=O)Nc1cccc(C2=NN(S(C)(=O)=O)C(c3ccc4c(c3)OCO4)C2)c1 (stereo unspecified),4.6,-2,11,6,-2,6,-16,5,-1
CSCCC(NS(=O)(=O)c1ccc(C)cc1)C(=O)NC1CCCCCC1 (stereo unspecified),-3.6,-5,19,7,6,10,15,24,-3
Cc1ccc(C)c(NC(=O)CCN2CCc3ccccc3C2)c1,-0.9,0,7,-5,-2,-9,-3,7,-3
Cc1cc(C)c(S(=O)(=O)N2CCN(C(=O)c3cc(=O)[nH]c4ccccc34)CC2)c(C)c1,-1.1,-2,10,15,0,-17,3,8,0
COc1ccc(C(C)(C)C)cc1NC(=O)CCN1C(=O)NC(C)(C)C1=O,1.4,0,0,0,2,-5,0,-6,0
Cc1cccc2cc(CN(CCN3CCOCC3)C(=O)Nc3ccccc3F)c(=O)[nH]c12,0.4,-1,4,3,5,3,-20,-5,-1
CC1=CCC2C(=O)N(c3ccccc3OC(=O)c3ccccc3F)C(=O)C2C1 (stereo unspecified),-0.4,-1,29,8,-13,2,16,17,-4
CCOC(=O)CNC(=O)CSc1nnnn1-c1ccc(C)c(C)c1,1.0,0,4,-6,-9,13,16,9,1
Cc1nccn1C[C@@H]1CCc2c(c3ccccc3n2C)C1=O,-0.1,-6,0,-4,1,13,-9,10,-4
NCCCCCC(=O)Nc1ccncc1,1.2,-3,5,7,4,-9,32,13,-2
Cc1ccc(OC(=O)c2ccc(C)c(C)c2)cn1,2.4,-4,23,11,-5,16,23,28,5
Cc1cc(C)n(C(=O)CCCCCCCC(=O)n2nc(C)cc2C)n1,-1.0,0,11,-1,-2,-4,6,-1,-3
C/C(=C\C(=O)c1cccnc1)Nc1ccc(C(=O)O)cc1,3.1,-4,-5,8,9,0,-8,11,2
CCCCOCCCNC(=O)c1cccs1,-0.8,0,35,-3,-1,13,15,0,-3
Nc1nc(N2CCN(c3ccccc3)CC2)n[nH]1,-0.9,-3,5,-13,2,-7,12,-2,1
CCNc1ccc(C(=O)OCC)cc1NC(=O)c1cc(S(=O)(=O)N2CCOCC2)ccc1C,2.1,1,-2,4,-4,4,8,7,1
N#C/C(=C\c1ccc(-c2ccccc2[N+](=O)[O-])o1)C(=O)Nc1nc(-c2cccs2)cs1,2.2,-6,1,10,36,23,-32,12,0
O=C(c1sc2cccc(F)c2c1Cl)N1CCN(c2ncccn2)CC1,3.7,-3,32,1,-4,-21,31,36,0
Cc1cc(N2CCN(C)CC2)nc2ccc(NC(=O)c3ccc4c(c3)OCO4)cc12,4.3,6,1,9,4,-8,55*,4,2
CCCOc1ccccc1NC(=O)CC1Nc2ccccc2NC1=O (stereo unspecified),-0.2,-5,13,23,6,26,19,22,-3
CCN(CC)C1=CC(=O)OC12CCCCC2,-0.8,-2,5,5,-4,-13,4,7,1
CCCCSC1=C(C#N)C(c2ccccc2C)CC(=O)N1 (stereo unspecified),0.3,-5,51*,6,7,9,3,25,-3
O=C(Cn1ncc2c([nH]c3ccccc32)c1=O)NCCc1ccc(Cl)cc1,1.3,-1,4,-18,-5,32,1,-6,-7
CCN(CC)CCN(C(=O)c1ccc2ccccc2c1)c1nc2ccc(F)cc2s1,-0.5,-5,28,0,-4,20,6,38,-5
COc1cccc(NC(=S)NCCC(c2ccccc2)c2ccccc2)c1,-2.5,-6,23,19,1,10,28,23,-3
C[N+]1(CC(=O)OCCCc2ccccc2)CCCCC1,-0.3,-2,-1,11,0,15,-19,23,0
CC1(C)SC(=Nc2ccccc2)N(S(=O)(=O)c2ccccc2)C1=O,0.5,-2,4,12,-16,11,3,8,-1
CCCCNC(=O)c1onc(CSc2ccccc2F)c1C(=O)O,-2.5,-5,-3,3,1,1,-7,-16,-1
CCc1nnc(NS(=O)(=O)c2ccc(N=Cc3c(C)[nH]n(-c4cccc(Cl)c4)c3=O)cc2)s1,-1.7,2,13,13,9,12,-10,19,-2
Cc1ccc(Nc2nc(-c3sc(C)nc3C)cs2)cc1,2.8,-3,48,46*,2,-13,41,23,4
CCN(CC)CC(=O)Nc1ccc(-c2ccc(NC(=O)CN(CC)CC)c(OC)c2)cc1OC,3.6,2,10,-33,17,-27,38,-14,-2
O=C(COC(=O)c1cc([N+](=O)[O-])ccc1N1CCOCC1)c1ccc(Br)cc1,0.9,-4,11,-9,8,12,21,14,3
C=CCn1c(SCC(=O)NCC2CCCO2)nnc1-c1ccccc1 (stereo unspecified),1.0,-2,11,5,-3,0,-24,12,6
COCCn1c(=NC(=O)c2ccc3c(c2)OCCO3)sc2cc(S(N)(=O)=O)ccc21,1.4,-2,-23,-3,-2,-4,10,-21,0
CN1CCN(C(=S)NC(=O)/C=C/c2ccccc2)CC1,2.9,-2,-6,2,4,16,17,8,-1
O=C1CCC/C=C/C[C@@H](CC(=O)N(CCO)Cc2ccccc2)C(=O)NC[C@H](c2ccccc2)O1,-1.3,-5,8,1,1,8,-22,1,1
Cc1ccc(C2=NC3(CCCC3)NC2=S)cc1,4.3,0,8,-22,-7,-12,-21,-3,4
Cn1c(-c2ccc(F)cc2)cc2onc(-c3ccccc3Cl)c2c1=O,3.5,8,15,-5,1,2,-206,-1,-3
O=C(Cc1ccccc1[N+](=O)[O-])NCc1ccco1,1.2,-4,0,4,-2,-3,-7,2,-1
Cc1c(C)n(C)c2ccc(C(=O)NCCN3CCOCC3)cc12,0.6,-1,0,-1,-3,-1,-3,-2,-2
